Assay outcomes as filed in PubChem.
SENP8 block-1 – blocks the human protease SENP8; 1.2% of 330,000 active; purified SENP8, Z-RLRGG-aminoluciferin cleavage, luminescence; inhibition, % at 10 µM; AID 2540; in the data active means inhibition above about 50%
Target sequence (Q96LD8 whole entry, looked up): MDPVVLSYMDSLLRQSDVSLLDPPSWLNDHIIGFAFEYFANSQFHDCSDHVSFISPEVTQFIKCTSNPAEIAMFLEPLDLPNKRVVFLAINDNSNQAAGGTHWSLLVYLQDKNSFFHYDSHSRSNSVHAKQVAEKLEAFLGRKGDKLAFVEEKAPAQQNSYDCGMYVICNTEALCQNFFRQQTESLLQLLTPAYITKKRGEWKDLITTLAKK
SENP8 block-2 – SENP8 (human) protease inhibition. Q96LD8. recombinant SENP8, Nedd8 substrate fluorescence. inhibition, % at 20 µM. 0.64% of 360,000 active. AID 602440; in the data active means inhibition mostly above about 40%, no sharp cut-off; inactive means mostly below about 27%
SENP7 inh – inhibitors of human SENP7 protease; recombinant SENP7, Z-RLRGG-aminoluciferin luminescence, 40 min; 1.5% of 330,000 active; inhibition, % at 5 µM;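 active means inhibition above about 50% at the single test dose, limit read from the data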;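 further: plate controls were DMSO with enzyme for no effect and no enzyme buffer wells for full effect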
UBC13 inh – inhibitors of human UBC13 polyubiquitin chain formation. P61088. TR-FRET. inhibition, % at 20 µM. 0.47% of 330,000 active. AID 485273; in the data active means inhibition above about 45%, passing the limit was not always enough
Target sequence (P61088 whole entry, looked up): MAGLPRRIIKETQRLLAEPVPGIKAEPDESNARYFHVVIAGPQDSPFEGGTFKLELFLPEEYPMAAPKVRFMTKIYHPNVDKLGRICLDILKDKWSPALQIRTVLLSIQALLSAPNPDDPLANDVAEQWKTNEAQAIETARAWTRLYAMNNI
A3G deaminase – inhibitors of human APOBEC3G DNA deaminase. Q9HC16. recombinant A3G, ssDNA deamination FAM/TAMRA fluorescence. inhibition, % at 20 µM. 0.28% of 330,000 active;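 active means inhibition of at least 40% at 20 µM, with no more than 30% in the related APOBEC3A deaminase screen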;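 further: plate controls were DMSO wells with A3G for no effect and wells lacking A3G enzyme for full effect; some compounds called inactive have numbers as strong as hits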
Target sequence (Q9HC16 whole entry, looked up): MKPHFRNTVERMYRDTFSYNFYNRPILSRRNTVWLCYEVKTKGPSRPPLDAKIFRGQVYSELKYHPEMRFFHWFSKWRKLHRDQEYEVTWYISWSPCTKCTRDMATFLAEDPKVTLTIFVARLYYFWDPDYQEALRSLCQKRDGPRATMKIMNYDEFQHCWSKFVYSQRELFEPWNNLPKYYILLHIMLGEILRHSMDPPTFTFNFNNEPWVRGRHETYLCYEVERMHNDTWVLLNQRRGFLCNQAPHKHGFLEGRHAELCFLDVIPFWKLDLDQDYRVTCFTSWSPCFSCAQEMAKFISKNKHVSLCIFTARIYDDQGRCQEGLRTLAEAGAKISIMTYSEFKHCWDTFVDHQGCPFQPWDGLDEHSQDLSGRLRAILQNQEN
SENP1 inh – SENP1 (human) catalytic domain inhibition | inhibition, % at 10 µM | recombinant SENP1 catalytic domain, CyPet-SUMO1-YPet FRET cleavage | Q9P0U3 | 0.21% of 360,000 active | AID 624204;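 active means inhibition at least 30% at 10 µM, raw YFP signal under a set limit, fluorescence ratio 0.5 to 1.5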;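 further: 0% = enzyme with DMSO and 100% = no enzyme wells; some results filed as inactive read as strong as hits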
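Controls: no-enzyme wells low, DMSO-plus-enzyme wells high control. Test system: human recombinant His6-tagged SENP1 catalytic domain enzyme. Reagent: SFCypet-SUMO1-SFYpet FRET protein substrate, 25 nM final. Doses: one dose per compound, 10 µM, 0.5% DMSO. Detection: FRET, CFP and YFP emission. Timing: 50 min reaction at room temperature.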
SENP6 inh – inhibitors of human SENP6 protease; Q9GZR1; Recombinant SENP6 catalytic domain, aminoluciferin luminescence; inhibition, % at 10 µM; 1.8% of 330,000 active; AID 2599;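 active means inhibition above about 50% at the single tested dose, limit read from the data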;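 further: plate controls were DMSO wells with enzyme for no effect and DMSO wells lacking enzyme for full effect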
Apaf-1 inh – human Apaf-1 inhibition | reconstituted apoptosome caspase-3 activity, DEVD-Rh110 fluorescence | inhibition, % at 20 µM | 0.71% of 330,000 active | AID 489030; active means inhibition of at least 40% at 20 µM;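 further: plate controls were DMSO wells for no effect and DEVD-CHO caspase inhibitor wells for full effect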
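Assay system: Apoptosome proteins | Medium: pH 7.5 Hepes buffer with CHAPS, BSA, DTT | Also added: Cytochrome c and DEVD-Rh110 substrate | Times: 30 min plus 50 min, RT | Detection: Rhodamine 110 fluorescence at Ex 480/Em 540 nm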
Starred values were filed as active, the others as inactive; . = not tested or not shown.

The first eleven compounds (preview)
| item | compound | Apaf-1 inh | A3G deaminase | SENP6 inh | SENP8 block-2 | UBC13 inh | SENP8 block-1 | SENP7 inh | SENP1 inh |
| --- | --- | --- | --- | --- | --- | --- | --- | --- | --- |
| 1 | Cc1ccc(NC(=S)N(CCCN2CCC(C)CC2)Cc2ccco2)cc1 | 0 | -2 | -9 | 18 | 4 | 9 | -4 | -3 |
| 2 | O=C(CN1C(=O)C2CC=C(Cl)CC2C1=O)Nc1ccc(C(=O)O)cc1 (stereo not drawn) | -14 | -8 | 2 | 21 | 7 | 14 | -2 | -11 |
| 3 | O=C(/C=C\c1ccc2c(c1)OCO2)Nc1c2c(nn1-c1ccc(Cl)cc1)CSC2 | 14 | -12 | -1 | -124 | -26 | -6 | 9 | 2 |
| 4 | O=C(Nc1nc(-c2ccncc2)cs1)c1ccc(F)cc1 | 3 | -4 | -36 | 10 | -8 | -9 | -9 | 3 |
| 5 | O=C(CCc1ccccc1)NNC(=O)COc1ccc(Cl)cc1 | -4 | -7 | 5 | 14 | -4 | 3 | 0 | 1 |
| 6 | COc1cc(C(=O)N/N=C/c2ccc(OC(=O)c3ccccc3Cl)cc2)ccc1O | 12 | -6 | -10 | 3 | 15 | -13 | 3 | 2 |
| 7 | CCn1c(CCNC(=O)c2cccs2)nnc1SCC(=O)Nc1cccc(Cl)c1 | -10 | -5 | 0 | 7 | 14 | 0 | -3 | 2 |
| 8 | COc1ccc(NC(=O)C2CCN(S(=O)(=O)c3c(C)noc3C)CC2)cc1Cl | -6 | 2 | -54 | 15 | -5 | -6 | 2 | 0 |
| 9 | C/C(=N/NC(=O)c1ccoc1C)c1ccc(NC(=O)C2CCCC2)cc1 | -1 | -1 | -7 | 13 | -4 | -10 | -4 | -2 |
| 10 | Cc1cccn2c(=O)c(C(=O)NC3CCCCC3C)c(O)nc12 (stereo not drawn) | 15 | -3 | -15 | -422 | -1 | 1 | -2 | -1 |
| 11 | Cc1c(C#N)c(N=CN(C)C)c(C(=O)c2ccccc2)n1-c1ccc(Br)cc1 | -2 | -2 | -8 | -6 | 2 | 4 | -1 | 4 |

This part in full, from the start:
| item | compound | Apaf-1 inh | A3G deaminase | SENP6 inh | SENP8 block-2 | UBC13 inh | SENP8 block-1 | SENP7 inh | SENP1 inh |
| --- | --- | --- | --- | --- | --- | --- | --- | --- | --- |
| 1 | Cc1ccc(NC(=S)N(CCCN2CCC(C)CC2)Cc2ccco2)cc1 | 0 | -2 | -9 | 18 | 4 | 9 | -4 | -3 |
| 2 | O=C(CN1C(=O)C2CC=C(Cl)CC2C1=O)Nc1ccc(C(=O)O)cc1 (stereo not drawn) | -14 | -8 | 2 | 21 | 7 | 14 | -2 | -11 |
| 3 | O=C(/C=C\c1ccc2c(c1)OCO2)Nc1c2c(nn1-c1ccc(Cl)cc1)CSC2 | 14 | -12 | -1 | -124 | -26 | -6 | 9 | 2 |
| 4 | O=C(Nc1nc(-c2ccncc2)cs1)c1ccc(F)cc1 | 3 | -4 | -36 | 10 | -8 | -9 | -9 | 3 |
| 5 | O=C(CCc1ccccc1)NNC(=O)COc1ccc(Cl)cc1 | -4 | -7 | 5 | 14 | -4 | 3 | 0 | 1 |
| 6 | COc1cc(C(=O)N/N=C/c2ccc(OC(=O)c3ccccc3Cl)cc2)ccc1O | 12 | -6 | -10 | 3 | 15 | -13 | 3 | 2 |
| 7 | CCn1c(CCNC(=O)c2cccs2)nnc1SCC(=O)Nc1cccc(Cl)c1 | -10 | -5 | 0 | 7 | 14 | 0 | -3 | 2 |
| 8 | COc1ccc(NC(=O)C2CCN(S(=O)(=O)c3c(C)noc3C)CC2)cc1Cl | -6 | 2 | -54 | 15 | -5 | -6 | 2 | 0 |
| 9 | C/C(=N/NC(=O)c1ccoc1C)c1ccc(NC(=O)C2CCCC2)cc1 | -1 | -1 | -7 | 13 | -4 | -10 | -4 | -2 |
| 10 | Cc1cccn2c(=O)c(C(=O)NC3CCCCC3C)c(O)nc12 (stereo not drawn) | 15 | -3 | -15 | -422 | -1 | 1 | -2 | -1 |
| 11 | Cc1c(C#N)c(N=CN(C)C)c(C(=O)c2ccccc2)n1-c1ccc(Br)cc1 | -2 | -2 | -8 | -6 | 2 | 4 | -1 | 4 |
| 12 | Cc1cccc(-n2nc3c(c2NC(=O)c2c(F)cccc2F)CS(=O)(=O)C3)c1C | -6 | -3 | -2 | 4 | 6 | 6 | 1 | 2 |
| 13 | CCCCNC(=O)Cn1cnc([N+](=O)[O-])n1 | -1 | -10 | 5 | 17 | 0 | -7 | 5 | 1 |
| 14 | Cc1cc(C(F)(F)F)cc(NNC(=O)NC(=O)c2c(F)cccc2Cl)n1 | 16 | -8 | -35 | -12 | -12 | -6 | -5 | -1 |
| 15 | COc1cc(O)c(C(CC(=O)N2CCOCC2)c2ccc3c(c2)OCO3)c(OC)c1 (stereo not drawn) | 9 | 5 | -6 | 7 | 9 | 5 | 0 | 0 |

The results go on.
| item | compound | Apaf-1 inh | A3G deaminase | SENP6 inh | SENP8 block-2 | UBC13 inh | SENP8 block-1 | SENP7 inh | SENP1 inh |
| --- | --- | --- | --- | --- | --- | --- | --- | --- | --- |
| 16 | CC(NC(=O)Cn1nc(-c2ccccc2)c2ccccc2c1=O)c1ccccc1 (stereo not drawn) | 13 | -1 | -8 | 18 | 8 | -3 | 3 | -1 |
| 17 | CC1=NCCN1S(=O)(=O)c1ccccc1[N+](=O)[O-] | 1 | -1 | -5 | 12 | 0 | -3 | 1 | 1 |
| 18 | CN(c1ccccc1C(=O)Nc1ccccc1C(=O)NCc1ccco1)S(C)(=O)=O | -3 | -3 | 16 | 1 | 1 | 7 | 2 | 0 |
| 19 | CCCc1cc(=O)[nH]c(SCc2cc(=O)oc3cc(C)c(C(C)C)cc23)n1 | 17 | -3 | -5 | -20 | -14 | -7 | -1 | -3 |
| 20 | CCOc1ccccc1CN1CCN(S(C)(=O)=O)CC1 | 0 | 3 | 2 | 18 | -3 | -1 | 8 | 4 |
| 21 | Cc1ccccc1/C=C/C(=O)c1ccc([N+](=O)[O-])o1 | 21 | -11 | -17 | . | -45 | -8 | 11 | . |
| 22 | O=C(Nc1ccc(Cl)c(Cl)c1)c1cccc(S(=O)(=O)NCc2cccnc2)c1 | 21 | 2 | -3 | 14 | 4 | -10 | 7 | 0 |
| 23 | Cc1cc(C)c(C#N)c(SCCS(=O)(=O)Cc2ccccc2)n1 | 8 | -3 | -36 | 5 | -4 | -3 | -14 | 0 |
| 24 | Cc1cc(C(=O)Nc2c(C)nn(Cc3ccc(F)cc3)c2C)on1 | 6 | 0 | -1 | 5 | -5 | 0 | 0 | 2 |
| 25 | COc1cc(OC)c(C(=O)NCc2cccnc2)cc1OC | -4 | -1 | 2 | 16 | -7 | 4 | 1 | 2 |
| 26 | CC1CCN(CCCNC(=O)c2ccc3c(Cl)c4c(nc3c2)CCCC4)CC1 | 11 | 2 | 11 | 31 | 21 | 4 | 5 | -1 |
| 27 | COc1ccc(C(=O)CSc2nnc(Cn3cnc4ccccc43)o2)cc1 | 9 | 0 | 2 | 25 | 4 | 3 | 3 | 1 |
| 28 | NC(=O)CC(NC(=O)c1ccccc1)c1ccc(NC2CCN(Cc3ccccc3)CC2)c([N+](=O)[O-])c1 (stereo not drawn) | -5 | -6 | 7 | 16 | -25 | 0 | -7 | 2 |
| 29 | CCCN1CCN(S(=O)(=O)c2c(C)[nH]c(C)c2C(=O)N2CCCCC2)CC1 | -4 | -8 | 1 | -4 | 8 | -2 | 1 | 0 |
| 30 | CC1CC(=O)Nc2ccccc2N1S(=O)(=O)c1ccc(C#N)cc1 (stereo not drawn) | 0 | -7 | -3 | 30 | -3 | -14 | -6 | 1 |
| 31 | CSC1CCCCC1(O)CSc1nc2ccccc2o1 (stereo not drawn) | 2 | -2 | -33 | 22 | -1 | -2 | 3 | 2 |
